Tb PFK inh: T. brucei PFK enzyme inhibition. Potency, µM (series often up to 57.5 µM), inactives show at the top dose activity, negative = inhibition, actives largely listed as inhibitors. O15648. T. brucei PFK, ADP-Glo luminescence. 330,000 compounds, 0.17% hits. AID 485367;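 also: potency is read from the fitted curve at half-maximal effect; 0% = uninhibited 1x PFK enzyme wells and -100% = no-enzyme wells; nearly all actives have a fitted effect of over 60% in size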
Target sequence (O15648 whole entry, looked up): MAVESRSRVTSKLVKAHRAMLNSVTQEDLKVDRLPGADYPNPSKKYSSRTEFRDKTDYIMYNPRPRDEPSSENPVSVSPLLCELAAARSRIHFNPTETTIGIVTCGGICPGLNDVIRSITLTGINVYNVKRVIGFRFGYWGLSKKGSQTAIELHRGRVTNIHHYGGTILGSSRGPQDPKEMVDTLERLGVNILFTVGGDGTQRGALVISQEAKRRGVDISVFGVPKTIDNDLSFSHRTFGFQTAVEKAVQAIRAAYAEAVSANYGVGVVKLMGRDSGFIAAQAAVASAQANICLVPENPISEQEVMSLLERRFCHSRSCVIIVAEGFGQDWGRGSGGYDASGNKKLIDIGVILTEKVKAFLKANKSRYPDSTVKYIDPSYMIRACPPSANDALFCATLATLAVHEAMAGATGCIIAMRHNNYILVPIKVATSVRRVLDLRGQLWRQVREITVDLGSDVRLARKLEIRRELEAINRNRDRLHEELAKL
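PFK 1.25 nM, F6P 0.5 mM, ATP 0.1 mM, 0.1 M TEA pH 8.0, 5 mM MgCl2, 0.01% Tween20, 0.1% BSA; 45 min RT. ADP-Glo readout. qHTS titration up to 57 uM; curves fitted, compounds curve-classed.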
PKM2 act: increases activity of human pyruvate kinase M2 | P14618 | purified PKM2, Kinase-Glo ATP luminescence, activation; response scale: 0% is enzyme alone, no compound | Potency, µM (doses to about 57.5 µM), for the others: at the highest dose activation, actives largely listed as activators | 260,000 compounds, 0.34% hits | AID 1631; also: potency is read from the fitted curve at half-maximal effect; % is scaled to controls: 0 for no effect and ±100 for the full control effect; nearly all actives have a fitted effect of over 55% in size
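ATP formation by purified human PK-M2, quantified via coupled luciferase luminescence after 1 h at room temperature with 0.1 mM ADP and 0.5 mM PEP final.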
PTAP TSG101 blk: blocks PTAP/TSG101 interaction to inhibit HIV-1 budding; Potency, µM (titrated, usually from 115 µM), for inactives: top-dose activity change, negative = inhibition, actives largely listed as inhibitors; 340,000 tested, under 10 active; Q99816; Fluorescence polarization, FITC-PTAP peptide / Tsg101 binding; active = well fitted inhibition curve with a large enough effect in the main read-out, with a control signal flat, not every such curve was filed as active; inconclusive = small, poorly fitted or top-dose-only effect, or effect the other way, or a change in a side signal; inactive = no such curve, though single readings can be large or run the other way; also: potency is read from the fitted curve at half-maximal effect; % of control where 0% means no effect
Target sequence (Q99816 whole entry, looked up): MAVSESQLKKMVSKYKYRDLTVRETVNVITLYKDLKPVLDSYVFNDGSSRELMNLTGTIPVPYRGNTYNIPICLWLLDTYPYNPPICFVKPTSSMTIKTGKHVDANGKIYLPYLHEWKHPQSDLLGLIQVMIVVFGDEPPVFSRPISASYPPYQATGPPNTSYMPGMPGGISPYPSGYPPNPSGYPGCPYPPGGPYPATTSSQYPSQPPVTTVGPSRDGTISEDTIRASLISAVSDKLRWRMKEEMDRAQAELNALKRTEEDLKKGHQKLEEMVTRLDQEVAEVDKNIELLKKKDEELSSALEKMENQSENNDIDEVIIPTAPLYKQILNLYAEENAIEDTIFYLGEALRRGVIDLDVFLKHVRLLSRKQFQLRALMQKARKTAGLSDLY
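Steps: Tsg101 binding domain dispensed (10 uM final), compounds pinned in DMSO, FITC-labeled PTAP-motif peptide added (50 nM final); after 20 min binding at room temperature, polarization measured.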
Chronic BCR inh: inhibitors of chronic active B-cell receptor signaling. ABC-DLBCL IkBa-CBG/CBR reporter, luminescence ratio, 4 h. Potency, µM (doses to about 46.1 µM), for the others: at the top dose ratio change, negative = lower green/red ratio, most hits filed as inhibitors. 340,000 compounds, 0.05% hits. AID 493014; active = well fitted inhibition curve with a large enough effect in the signal ratio, with a control signal flat, not every such curve was filed as active; inconclusive = small, poorly fitted or top-dose-only effect, or effect the other way, or a change in a side signal; the % refers to the signal ratio;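 also: potency is read from the fitted curve at half-maximal effect; plate controls were basal doxycycline-induced cells for no effect and cells given 10 µM MG132 for full effect; MG132 reads +100%, hits lower the ratio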
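Concentration-response series (up to 46 uM) were applied to TMD8 dual-reporter cells for 4 h at 37C with doxycycline. Green/red ratio, after filter-overlap correction, defined %Activity; red signal alone was normalised to basal cells and zero luminescence.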
Menin-MLL TR inh: menin-MLL binding inhibition, Texas Red mutant peptide. 270,000 compounds, 0.23% hits. O00255. Menin + Texas Red MLL mutant peptide, fluorescence polarization. AID 1768. Potency, µM (highest dose often 61.6 µM), for the others: at the top dose FP activity change, negative = inhibition, usual class: inhibitors; active = well fitted inhibition curve with a large enough effect in the polarisation, with a control signal flat, not every such curve was filed as active; inconclusive = small, poorly fitted or top-dose-only effect, or effect the other way, or a change in a side signal; inactive = no such curve, though single readings can be large or run the other way; the % refers to the polarisation; also: potency is read from the fitted curve at half-maximal effect; % of control where 0% means no effect; many of its hits are not listed in these tables
Giardia killer: kills Giardia lamblia | activity change, % at 7.66 µM, hits read low | Giardia lamblia trophozoite viability | 340,000 compounds, 0.15% hits; in the data active = activity change below about -80%; inconclusive = between about -30% and that limit;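 also: parasites exposed to compound for two days anaerobically before the ATP read; % is scaled to controls: 0 for no effect and ±100 for the full control effect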
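Media and compound were dispensed first, then trophozoites at 100 cells/well; plates sat 48 hrs at 37 deg C without oxygen before ATP luminescence reagent was added and read after 15-30 min at room temperature.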
a7 integrin act: activates integrin-mediated alleviation for muscular dystrophy; 350,000 compounds, 0.064% hits; alpha7betagal myoblasts, beta-gal FDG fluorescence, 48 h; Potency, µM (series often up to 38.3 µM), for the others: at the top dose activation, most hits filed as activators;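 also: potency is read from the fitted curve at half-maximal effect; 100% = response of the positive control SU9516; nearly all actives have a fitted effect of over 60% in size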
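alpha7betagal+/- myoblasts (passage 13, 250/well) treated 48 h at 37C with compounds at 1:260 dilution of DMSO stock. Lysed, then beta-galactosidase activity read as FDG fluorescence (ex 480/em 540) after 30 min, with pre-read for autofluorescence.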
B2AR arrestin: agonists driving beta-arrestin recruitment to human beta2-adrenergic receptor. P07550. beta-arrestin recruitment to beta2AR, cell-based reporter. Potency, µM (doses to about 46.1 µM), for the others: at the top dose activation, most hits filed as activators. 330,000 compounds, 0.02% hits. AID 492947;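 also: potency is read from the fitted curve at half-maximal effect; 0% = DMSO controls and full agonism = EC100 isoproterenol or metaproterenol; nearly all actives have a fitted effect of over 65% in size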
FBPA coupling cs: coupling enzyme interference in Giardia aldolase counter-screen; coupling enzyme system counterscreen, AmpLite Red fluorescence; activity change, negative = inhibition, % at 58.2 µM, hits read low; 290,000 compounds, 0.67% hits; in the data active = activity change below about -30%; also: % is scaled to controls: 0 for no effect and ±100 for the full control effect
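Compounds tested against the coupling enzymes alone at 57.5 uM final; readout was AmpLite Red fluorescence (525/598 nm) after 20 min at RT.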
ASM inhibitor: human S-ASM enzyme inhibition; Potency, µM (titrated, usually from 57.5 µM), inactives show at the top dose activity change, negative = inhibition, actives largely listed as inhibitors; 340,000 compounds, 0.006% hits; P17405; placental ASM, HMU-PC fluorogenic substrate, 60 min; also: potency is read from the fitted curve at half-maximal effect
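qHTS format. ASM enzyme prepared from human placenta hydrolyses the fluorogenic substrate HMU-PC0 (9 uM final) over 60 min at 37 °C after a 10 min compound preincubation.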
GALK inhibitor: blocks human galactokinase activity; Potency, µM (doses to about 57.5 µM), for inactives: top-dose activity change, negative = inhibition, hits mostly inhibitors; P51570; 270,000 compounds, 0.007% hits; Purified GALK, Kinase-Glo residual ATP luminescence; also: potency is read from the fitted curve at half-maximal effect; % is scaled to controls: 0 for no effect and ±100 for the full control effect
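ATP-depletion format; final 35 uM ATP, 100 uM D-galactose, 5 nM enzyme; pH 8.0 HEPES/Mg2+ buffer; 60 min RT; luminescence read 10 min after detection reagent.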
* hit, by the source's call; ? = inconclusive; / = not tested or not shown; [ ] = remark or other dose. Unless noted, calls follow the shape of the dose curve; as a rule, active = well fitted curve in the direction sought with a large enough effect; inconclusive = small, poorly fitted or top-dose-only effect, or another doubt; inactive = no such curve, though single readings can be large; an effect the other way counts as inactive or inconclusive.

SMILES	Tb PFK inh	PKM2 act	PTAP TSG101 blk	Chronic BCR inh	Menin-MLL TR inh	Giardia killer	a7 integrin act	B2AR arrestin	FBPA coupling cs	ASM inhibitor	GALK inhibitor
Cc1ccc(C(=O)N2CCC(n3nccc3NC(=O)Nc3cccc(F)c3)CC2)cn1	-1.6%	/	3.5%	-0.1%	/	7.3	-13.8%	0.0%	/	-1.5%	-3.0%
CC(C)N(Cc1ccccc1)C(=O)C1CCN(c2ncnc3c2nc2n3CCCCC2)CC1	-0.6%	-5.0%[0.46 µM]	-1.9%	-2.2%	-25.5%	4.8	-21.0%	-1.1%	-0.4	3.7%	8.8%
COCCn1cc(C(=O)NCCCOC(C)C)c2c3ccccc3n(C)c2c1=O	6.2%	/	-5.5%	?	-2.3%	4.8	-5.1%	-0.7%	-0.9	22.0%	-0.3%
OCCNc1nc2ccccc2n1CC(O)c1ccccc1 (stereo not given)	-4.6%	-2.4%	-0.1%	-1.2%	-5.6%	0.9	13.0%	0.0%	2.8	4.6%	-6.0%
Cc1ccccc1NC(=O)NC1(C(=O)NCC2CCCO2)CCCCC1 (stereo not given)	1.6%	-0.6%	-1.8%	0.9%	-5.1%	-9.4	0.0%	-0.1%	0.3	0.2%	-1.5%
O=S(=O)(Nc1nc(SCc2ccc(Cl)cc2)n[nH]1)c1ccc(F)cc1	0.3%	8.2%	0.0%	?	/	-12.1	8.8%	-0.3%	1.0	-1.7%	0.6%
Cc1ccc(C(=O)NNC(=O)c2ccncc2)cc1C	0.7%	0.0%	0.3%	?	9.7%	-6.2	11.8%	-0.7%	0.1	1.2%	-1.0%
Cc1cc(C)c2nc(SCC(=O)N(C)C3CCS(=O)(=O)C3)cc(C)c2c1 (stereo not given)	1.4%	-1.5%	-3.6%	1.0%	3.0%	10.8	22.6%	-0.8%	3.3	-4.0%	1.4%
COC(=O)c1[nH]c2ccccc2c1NC(=O)CNC1CCCCC1	-5.9%	-7.3%	-0.4%	?	-24.7%	6.7	-58.6%[inhibitor]	-0.3%	0.2	-4.6%	1.4%
Cc1cc(C)cc(NC(=O)CSc2ccc(-c3cccs3)nn2)c1	-0.2%	5.9%	-0.8%	-12.1%	7.5%	-4.5	1.3%	-0.6%	-0.1	-10.7%	0.7%
Cc1ccc(C(C(=O)NC2CCCCC2)N2CCN(C(=O)c3ccco3)CC2)cc1 (stereo not given)	2.9%	-6.6%	-8.9%	2.2%	4.4%	15.6	2.7%	0.1%	5.5	-0.6%	/
CC(Sc1nnc(N)s1)C(=O)c1c(N)n(C)c(=O)n(C)c1=O (stereo not given)	0.0%	/	-3.4%	-3.7%	/	11.2	-23.7%	-0.2%	/	3.7%	/
Cc1cccc(NS(=O)(=O)c2cc3c4c(c2)CCC(=O)N4CCC3)c1	-1.4%	/	-3.3%	?	/	1.2	15.9%	0.2%	/	5.9%	/
CCN(CC)CCCN1C(=O)CSC1c1ccc([N+](=O)[O-])cc1 (stereo not given)	4.5%	2.0%	0.0%	0.2%	0.2%	-14.9	19.1%	-0.1%	0.8	1.3%	11.5%
O=C(NCc1ccccc1CN1CCCC1)c1ccc(Cl)c(S(=O)(=O)N2CCCC2)c1	0.2%	/	-1.2%	0.0%	/	6.6	-21.2%	0.1%	/	/	/
CN(C)c1ccc(C2N(c3ccc(F)cc3)C(=O)C3CCCN32)cc1 (stereo not given)	-10.3%	-16.0%	-0.2%	-11.3%	-11.9%	-9.4	13.5%	0.1%	0.8	-0.4%	1.7%
CC(=O)Nc1nc(-c2ccccc2)nc(-c2ccccc2OC(C)=O)n1	2.2%	-3.6%	-2.1%	?	15.8%	8.4	7.5%	0.0%	1.5	-1.9%	0.7%
O=C(Cn1[nH]c(=O)c2ccccc2c1=O)Nc1cccnc1	3.5%	5.5%	-1.6%	?	-1.5%	-10.0	0.1%	0.4%	8.2	0.6%	-2.5%
COc1ccccc1NS(=O)(=O)c1ccc(-c2cnc(C3CC3)o2)cc1	-6.7%	/	0.8%	?	/	11.5	-9.7%	-1.5%	/	2.1%	0.5%
COc1ccc(NC(=O)C(Sc2ccccc2)c2ccccc2)c(OC)c1 (stereo not given)	-0.3%	-13.1%	-0.7%	-7.7%	2.7%	-1.4	5.0%	-0.6%	5.6	-2.9%	-0.4%
N#C/C(=C(/O)CSc1ccccc1C(=O)O)c1nc2ccccc2s1	1.8%	-3.7%	-6.8%	?	-4.5%	-7.2	12.1%	-0.2%	1.0	2.7%	-11.5%
CCN(CC)S(=O)(=O)c1ccc(N2CCCC2)c(NC(=O)c2ccccc2OC)c1	1.7%	5.3%	-1.1%	-1.1%	/	3.7	-32.3%	-0.4%	0.3	-2.2%	0.0%
CCOC(=O)C(C)/C(C)=N/NC(N)=S (stereo not given)	-0.7%	-12.8%	1.6%	?	-8.5%	-1.3	9.0%	12.7%	-1.9	3.2%	0.8%
COc1ccc(CCNC(=O)CSc2nc3ncccc3[nH]2)c(OC)c1	1.0%	/	-3.1%	-1.9%	/	14.2	5.3%	-0.2%	/	1.6%	-3.7%
Cc1cc2oc(=O)cc(C)c2c(=O)o1	16.4%	-5.2%	-0.4%	-4.4%	0.8%	-14.6	-1.7%	-0.1%	4.8	1.3%	1.7%
Cc1cc(C)cc(NC(=O)c2nccnc2C(=O)O)c1	17.5%	13.1%	-7.1%	-6.1%	-1.3%	-7.4	12.2%	0.2%	7.1	5.3%	-0.2%
CCOc1ccc(C(CC(=O)O)n2cnnn2)cc1 (stereo not given)	-8.9%	-10.3%	0.3%	5.4%	6.2%	17.4	-17.0%	-0.1%	-0.3	2.0%	-0.8%
COc1ccc(N2CCN(C(=O)C3CCCN3S(=O)(=O)c3cccc4nsnc34)CC2)cc1 (stereo not given)	-0.8%	/	-7.1%	2.4%	/	2.1	-18.1%	0.1%	/	3.7%	-1.7%
O=C(CCC(=O)c1ccc(Oc2ccccc2)cc1)Nc1cccc(Cl)c1Cl	9.8%	1.0%	-1.3%	-8.6%	0.2%	3.1	18.4%	0.1%	1.5	-10.6%	0.4%
COc1ccc(/C=C/C(=O)NC2CCN(Cc3ccccc3)CC2)cc1OC	5.2%	-4.6%	-5.2%	6.2%	7.1%	-0.4	-6.7%	-0.2%	2.6	1.4%	-0.6%
O=C(CNC(=O)c1ccccc1F)NCCOc1ccccc1Cl	1.9%	-3.9%	-5.4%	2.7%	-2.4%	-7.4	3.3%	-0.6%	4.2	-0.7%	0.5%
CCOc1ccccc1-c1nnc(SCC(=O)NC2CC3CCC2C3)n1CC (stereo not given)	0.7%	1.5%	-6.7%	-8.5%	-0.2%	-6.1	-8.5%	-0.2%	-1.8	-2.6%	0.5%
O=C(Nc1ccc(NC(=O)c2ccc(Cl)c(S(=O)(=O)N3CCOCC3)c2)cc1)c1ccccc1	-5.7%	-4.7%	-0.2%	-0.1%	23.5%	-14.3	0.2%	-0.5%	1.1	1.4%	1.7%
Cc1cc(C)n2nc(C(F)(F)F)c(-c3ccccc3)c2n1	2.7%	2.0%	-1.0%	-20.2%	12.2%	5.6	-23.4%	0.1%	-1.7	-0.6%	-3.1%
CC(=O)N1N=C(c2ccncc2)OC12CCCCC2	5.7%	0.6%	-0.2%	?	0.6%	-8.5	15.3%	0.2%	3.6	0.4%	-2.6%
O=C(COC(=O)CNC(=O)c1ccc(Cl)c([N+](=O)[O-])c1)NC(=O)c1ccccc1	-2.3%	-2.3%	0.5%	5.7%	/	-13.5	-32.6%[inhibitor]	0.4%	/	-1.8%	1.8%
N#Cc1cc2c(nc1SC1CCCCC1O)CCCC2 (stereo not given)	-4.5%	4.4%	-5.0%	-1.3%	-1.9%	2.5	20.9%	-0.1%	4.6	1.9%	/
CCN(CC)S(=O)(=O)c1ccc(NC(=O)COC(=O)c2ccc(Br)o2)cc1	-4.2%	-1.2%	-5.3%	-8.2%	?	-8.7	7.3%	-0.2%	0.8	-3.7%	0.1%
c1ccc(-c2nc3nc4ccccc4nc3n2Cc2ccco2)cc1	-7.0%	24.2%	-4.9%	?	20.7%	-9.8	14.0%	-1.0%	-1.9	42.4%	3.6%
COc1cccc(C(=O)NCCS(=O)(=O)NCc2ccc(Cl)cc2)c1	0.7%	/	-1.9%	-9.9%	/	-7.9	5.8%	0.0%	/	-1.0%	/

High-throughput results: PubChem BioAssay, National Center for Advancing Translational Sciences (NCATS)

Not all compounds are listed; rates above refer to the full screens.
